S-ASM inh: human S-ASM enzyme inhibition. Potency, µM (highest dose often 57.5 µM), for the others: at the top dose activity change, negative = inhibition, usual class: inhibitors. P17405. placental ASM, HMU-PC fluorogenic substrate, 60 min. 340,000 tested, 0.006% active. AID 504937; also: potency is read from the fitted curve at half-maximal effect
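Fluorescence read-out (Ex 386 nm, Em 447 nm) after stopping the reaction at pH 10. Enzyme: ASM from human placenta; substrate HMU-PC0, 9 uM final; 60 min, 37 °C. Compound preincubation 10 min, ambient temperature.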
CXXC DNA block: MLL CXXC-DNA interaction inhibition. Q03164. MLL-CXXC / FITC-HOXA9 DNA fluorescence polarization. Potency, µM (titrated, usually from 115 µM), without a hit: at the top dose activity change, negative = inhibition, actives largely listed as inhibitors. 290,000 tested, 0.037% active. AID 2662; active = well fitted inhibition curve with a large enough effect in the polarisation, with a control signal flat, not every such curve was filed as active; inconclusive = small, poorly fitted or top-dose-only effect, or effect the other way, or a change in a side signal; inactive = no such curve, though single readings can be large or run the other way; the % refers to the polarisation; also: potency is read from the fitted curve at half-maximal effect
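Fluorescence polarization: 7 uM MLL-CXXC (stock) preincubated 5 min with compounds, then 50 nM fluorescein-HOX-A9 DNA (stock) added; 30 min ambient. Buffer 50 mM Tris-HCl pH 7.5, 50 mM NaCl, 1 mM DTT, 0.05% BSA.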
TCR act: T cell receptor activation; Potency, µM (titrated, usually from 9.22 µM), for inactives: at the top dose activation of IL-2 secretion, hits mostly activators; AID 504894; primary human leukocytes, anti-CD3, IL-2 HTRF, 48 h; 330,000 tested, under 10 active; also: % of control where 0% means no effect
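IL-2 produced over 48 hr by a-CD3 bead-stimulated primary human leukocytes exposed to compounds was detected with a homogeneous time-resolved FRET immunoassay, 665nm acceptor signal after 320nm excitation.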
AT treatment: potential ataxia-telangiectasia treatment. Potency, µM (series often up to 57.5 µM), without a hit: top-dose activation, actives largely listed as activators. […] A-T fibroblasts, KAP-1 phosphorylation AlphaLISA; neocarzinostatin DNA damage 30 min before lysis. 320,000 tested, 0.19% active; also: potency is read from the fitted curve at half-maximal effect; % of control where 0% means no effect; nearly all actives have a fitted effect of over 45% in size
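ATM-like activity read as KAP-1 phosphorylation via AlphaLISA donor/acceptor antibody pairs after lysis and 6 hr at 25C. Cells were ATM-null patient fibroblasts ([…], hTERT), dosed 60 min, then exposed to the DSB inducer NCS for 30 min.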
TSHR antag: human thyrotropin receptor antagonism; activity change, negative = inhibition, % at 11.5 µM; AID 504810; 330,000 tested, 0.2% active; P16473; TSHR-expressing cells, TSH-stimulated cAMP HTRF, 2 h; stronger effect = lower value;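 active = activity change below a set negative limit, meaning inhibition stronger than a set level, cut at about -70% in these data; inconclusive = activity change between two set negative limits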; also: % is scaled to controls: 0 for no effect and ±100 for the full control effect
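TSHR-expressing cells were treated with compounds, then stimulated with TSH at EC80 (4nM final) for 2 hours at 37 deg C. Cellular cAMP was measured by HTRF competition between lysate cAMP and cAMP-d2 for a cryptate-labelled anti-cAMP antibody.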
Integrin act MD: activates integrin-mediated alleviation for muscular dystrophy; Potency, µM (highest dose often 38.3 µM), inactives show at the highest dose activation, usual class: activators; AID 624291; 350,000 tested, 0.064% active; alpha7betagal myoblasts, beta-gal FDG fluorescence, 48 h;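 also: potency is read from the fitted curve at half-maximal effect; 100% = response of the positive control SU9516; nearly all actives have a fitted effect of over 60% in size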
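alpha7betagal+/- myoblasts (passage 13, 250/well) treated 48 h at 37C with compounds at 1:260 dilution of DMSO stock. Lysed, then beta-galactosidase activity read as FDG fluorescence (ex 480/em 540) after 30 min, with pre-read for autofluorescence.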
Menin-MLL TR inh: menin-MLL binding inhibition, Texas Red mutant peptide; O00255; Menin + Texas Red MLL mutant peptide, fluorescence polarization; Potency, µM (top dose mostly 61.6 µM), without a hit: at the top dose FP activity change, negative = inhibition, usual class: inhibitors; 270,000 tested, 0.23% active; AID 1768; active = well fitted inhibition curve with a large enough effect in the polarisation, with a control signal flat, not every such curve was filed as active; inconclusive = small, poorly fitted or top-dose-only effect, or effect the other way, or a change in a side signal; inactive = no such curve, though single readings can be large or run the other way; the % refers to the polarisation; also: potency is read from the fitted curve at half-maximal effect; % of control where 0% means no effect; many of its hits are not listed in these tables
PTAP TSG101 blk: blocks PTAP/TSG101 interaction to inhibit HIV-1 budding | 340,000 tested, under 10 active | Fluorescence polarization, FITC-PTAP peptide / Tsg101 binding | Potency, µM (titrated, usually from 115 µM), for inactives: top-dose activity change, negative = inhibition, actives largely listed as inhibitors | Q99816; active = well fitted inhibition curve with a large enough effect in the main read-out, with a control signal flat, not every such curve was filed as active; inconclusive = small, poorly fitted or top-dose-only effect, or effect the other way, or a change in a side signal; inactive = no such curve, though single readings can be large or run the other way; also: potency is read from the fitted curve at half-maximal effect; % of control where 0% means no effect
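Fluorescence anisotropy tracks displacement of a FITC-tagged PTAP peptide (50 nM) from the Tsg101 binding domain (10 uM), following a 20 min room-temperature incubation at pH 7.5.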
MBNL1 CUG block: blocks human MBNL1 binding to CUG repeat RNA. Potency, µM (series often up to 57.5 µM), for the others: at the highest dose activity change, negative = inhibition, usual class: inhibitors. 280,000 tested, 0.036% active. TR-FRET MBNL1-His/biotin-(CUG)12 binding, 665/545 ratio. Q9NR56. AID 2675; active = well fitted inhibition curve with a large enough effect in the signal ratio, with a control signal flat, not every such curve was filed as active; inconclusive = small, poorly fitted or top-dose-only effect, or effect the other way, or a change in a side signal; inactive = no such curve, though single readings can be large or run the other way; the % refers to the signal ratio; also: potency is read from the fitted curve at half-maximal effect; % is scaled to controls: 0 for no effect and ±100 for the full control effect
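Compounds (final 92 nM to 58 uM) are added to His-tagged MBNL1 and biotin-(CUG)12, then terbium anti-His antibody and streptavidin-XL665 (5 nM final). After 60 min at room temperature, the 665/545 nm ratio is read.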
Mito fusion yeast: mitochondrial division inhibition or fusion activation; S. cerevisiae fusion-defective mutant growth rescue, CellTiterGlo 48 h; Potency, µM (top dose mostly 46.1 µM), without a hit: top-dose growth rescue (activation), hits mostly activators; 320,000 tested, 0.23% active; AID 485298;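 also: potency is read from the fitted curve at half-maximal effect; % of control where 0% means no effect; nearly all actives have a fitted effect of over 45% in size; temperature-sensitive fusion mutants such as fzo1-1 at 37 °C on non-fermentable ethanol glycerol medium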
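Luminescent cell viability in 1536-well qHTS format served as the measure of rescued growth in ts fusion-mutant S. cerevisiae cultured on non-fermentable YPEG for 48 hours at 37C.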
* marks the source's active call; other numbers are inactive results; ? = inconclusive; . = no result given; [ ] = dose if it differs, or a comment. Unless noted, calls follow the shape of the dose curve; as a rule, active = well fitted curve in the direction sought with a large enough effect; inconclusive = small, poorly fitted or top-dose-only effect, or another doubt; inactive = no such curve, though single readings can be large; an effect the other way counts as inactive or inconclusive. This is a subset; rates above refer to the full screens.

structure	S-ASM inh	CXXC DNA block	TCR act	AT treatment	TSHR antag	Integrin act MD	Menin-MLL TR inh	PTAP TSG101 blk	MBNL1 CUG block	Mito fusion yeast
CC(C)[C@H](NC(=O)c1ccccc1)C(=O)OCC(=O)/C=C1/N(C)c2ccccc2C1(C)C	100%[activator]	1%	-1%[46.1 µM]	2%	-12	-68%[inhibitor]	5%	-1%	8%	12%
O=C(Nc1ccc(NC(=O)c2cccs2)cc1)c1ccco1	0%	23%	-17%	1%	-3	3%	-12%	-2%	-4%	-2%
CC1(C)CC(=O)C=C(c2cccc(Br)c2)C1	-4%	.	6%	4%	-3	20%	.	-3%	.	11%
Cc1ccccc1Cc1c(C)nc2c(C(=O)NCc3ccco3)cnn2c1C	-17%	18%	-4%	2%	-9	-10%	-12%	0%	-1%	1%
O=C(CSc1ncccn1)N/N=C/c1ccc(OC2CSC2)cc1	1%	-2%	-5%	-1%	4	-13%	-8%	0%	11%	2%
CCN1C(=O)/C(=C\c2nc3ccccc3c(=O)n2-c2ccccc2)c2ccccc21	-16%	21%	1%[46.1 µM]	-4%	-22	-50%[inhibitor]	-12%	-5%	?	10%
CC(NS(=O)(=O)c1ccc2c(c1)OCCO2)c1ccccc1 (stereo not drawn)	0%	1%	-2%	5%	7	23%	-17%	1%	-5%	10%
CCC(C)(C)NC(=O)C(OC(=O)c1cc2sccc2n1C)c1ccc(OC)cc1 (stereo not drawn)	-4%	-5%	-3%	6%	1	-2%	6%	-7%	-1%	6%
COC(=O)/C=c1/s/c(=C(/C#N)C(=O)N2CCCCC2)n(-c2ccccc2)c1=O	3%	-1%	-4%[46.1 µM]	2%	13	-2%	17%	-2%	4%	-3%
O=C(COC(=O)Cn1cnc2ccccc2c1=O)Nc1ccc2c(c1)OCO2	-2%	-10%	1%	-10%	7	21%	-25%	-6%	-6%	-2%
Cc1cc(Nc2cccc(F)c2)n2nc(C)nc2n1	2%	20%	0%[46.1 µM]	0%	-1	10%	-3%	0%	4%	1%
O=C(Nc1cccc(S(=O)(=O)N2CCOCC2)c1)c1cnn2c(C(F)F)cc(-c3ccccc3)nc12	-4%	11%	-1%	2%[11.5 µM]	9	-24%	15%	0%	6%	-7%
O=C1C(Cl)=C(NCCCN2CCOCC2)C(=O)N1CCc1ccccc1	-3%	2%	.	13%	13	-34%	-1%	-4%	?	10%
Cc1cccc(Nc2c(-c3ccc(O)cc3)nc3ncccn23)c1	-9%	4%	6%	-2%	-15	?	-5%	0%	?	1%
O=C(CNS(=O)(=O)c1ccccc1)NCC(=O)OCc1ccc(Br)cc1	-1%	7%	-17%	5%	-7	28%	9%	-4%	-1%	-2%
COc1ccc(CN2CCN(C3CCC3)CC2CCO)c(C)c1C (stereo not drawn)	0%	1%	.	0%	16	-31%	6%	-2%	2%	-1%
O=C(COc1ccccc1)N1CCN(S(=O)(=O)c2cccc([N+](=O)[O-])c2)CC1	-1%	7%	3%	0%	-2	3%	-1%	0%	?	0%
N#Cc1ccc(OCc2nnc3n2CCCCC3)cc1	-3%	4%	-7%	2%	34	4%	-8%	-1%	-3%	1%
CC(C)(O)C#Cc1ccc(C(=O)N2CCN(c3ccc(F)cc3)CC2)cc1	-1%	-2%	-7%	2%	6	-2%	15%	-5%	-6%	-1%
Oc1c(C=NCc2ccc(F)cc2)[nH]c2ccc(Br)c(Cl)c12	.	22%	.	5%	0	.	.	.	-8%	-1%
O=C(CCC(=O)c1ccc(Oc2ccccc2)cc1)Nc1ccc(Cl)cc1Cl	-5%	5%	-2%	10%	14	-8%	15%	4%	81%[activator]	-1%
c1ccc(CCNc2ccccc2)cc1	.	-10%	.	5%	-6	.	-19%	.	4%	2%
Nc1nc(Cl)nc2ncn(Cc3ccccc3)c12	-1%	-5%	12%	-8%	3	-12%	-6%	-4%	7%	-6%
Cc1ccc(S(=O)(=O)N2CCN(c3ccccc3)CC2)cc1C(N)=O	-1%	30%	-4%	4%	4	0%	?	-1%	-4%	8%
O=C(CSc1nc(-c2ccccc2)cc(=O)[nH]1)N1CCc2ccccc21	-1%	7%	-21%	-2%	-3	-54%[inhibitor]	18%	-1%	13%	-2%
CC1CN(C(=S)Nc2ccc(SC(F)F)cc2)CC(C)O1 (stereo not drawn)	-2%	-8%	-4%	5%	-9	8%	18%	1%	-4%	-21%
Cc1ccc(-c2nn(-c3ccccc3)cc2C2CC(c3ccccc3)=NN2C(=O)CCC(=O)O)cc1 (stereo not drawn)	-16%	-7%	-2%	-5%	-7	?	.	-19%	4%	-1%
CCCn1c(N2CCOCC2)nc2c1c(=O)[nH]c(=O)n2C	3%	-7%	-5%	2%	23	11%	-7%	-6%	-8%	-1%
NC(=O)c1cc(Cl)ccc1OCC(=O)Nc1ccc2c(c1)OCO2	4%	.	3%	2%	-6	27%	.	1%	.	3%
COCCCNC(=S)NC1CC2CCCC(C1)N2Cc1ccco1 (stereo not drawn)	5%	9%	-1%	-8%	24	20%	8%	-8%	-2%	-5%
CN(C)S(=O)(=O)c1ccc2c(c1)C(=NO)c1cc(S(=O)(=O)N(C)C)ccc1-2	25%	-5%	-7%	-13%	-19	15%	19%	1%	-4%	-8%
COc1ccc(S(=O)(=O)N2CCCN(CC(=O)C(C)(C)C)CC2)cc1	-1%	1%	-22%	1%	13	8%	.	0%	-5%	1%
CCCCc1nc(SCC(=O)Nc2cccc(Cl)c2)n[nH]1	1%	8%	.	-1%	-9	14%	.	-3%	4%	-2%
Cc1csc(CN(C)C(=O)CC2C(=O)NCCN2Cc2ccc(Cl)c(F)c2)n1 (stereo not drawn)	13%	4%	-3%	5%	16	15%	-34%	-4%	-8%	-8%
Cc1ccc(S(=O)(=O)N2CCN(S(=O)(=O)N3CCC(C)CC3)CC2)c(C)c1	-3%[11.5 µM]	-4%	-6%	7%	6	20%	23%	0%	-3%	-3%
O=C(CCl)Nc1c[nH]c(=O)[nH]c1=O	2%	8%	-7%	0%	6	-33%	-2%	1%	-2%	-5%
CC(=O)Nc1sc2c(c1C(c1cccc(F)c1)N1CCN(CCO)CC1)CCCC2 (stereo not drawn)	5%	1%	9%	-2%	-5	-11%	-19%	-5%	4%	-6%
CN(CC(=O)N(C)CC(=O)Nc1c(Cl)cccc1Cl)Cc1ccccc1F	3%	.	-7%	12%	.	20%	.	-2%	.	.
Cc1nnc(N/N=C/C(C)c2ccccc2)[nH]c1=O (stereo not drawn)	6%	-18%	-3%	-4%	-4	3%	.	-2%	-1%	1%
CCc1nc(-c2ccccc2O)n(-c2ccccc2)n1	1%	-5%	0%	7%	-11	-4%	-8%	-5%	-7%	10%
CSc1nc(-c2ccc(Cl)cc2)nn1C(=O)c1ccco1	-2%	164%[activator]	-4%	.	27	15%	-4%	-1%	0%	2%
CCOc1ccc(-n2c(=O)[nH]cc(C(=O)N3CCCc4ccccc43)c2=O)cc1	0%	-5%	-4%	6%	8	-2%	-16%	-3%	-15%	2%
O=C(Nc1nccs1)C1CCN(S(=O)(=O)c2cccnc2)CC1	4%	-7%	-4%	-1%	13	-1%	1%[11.7 µM]	-2%	-7%	2%
Clc1nc(CN2CCCCC2)nc2sc3c(c12)CCC3	4%	?	-2%	2%	-4	0%	-28%	-2%	4%	-9%
CN(C)S(=O)(=O)N1CCCC(C(=O)c2ccc(C(F)(F)F)cc2)C1 (stereo not drawn)	0%	-4%	4%	3%	20	6%	3%	0%	-13%	-7%
C/C(=N\NC1=NCCN1)c1ccc(N)c([N+](=O)[O-])c1	-7%	3%	6%	-8%	-1	-18%	.	-1%	?	-1%
Cn1ncc2nnn(-c3ccccc3)c(=O)c21	1%	-6%	-4%	-2%	9	13%	0%	0%	22%	1%
CCCCC1=CC2=CC(=O)C(C)(OC(=O)CC)C(=O)C2=CN1CCc1c[nH]c2ccccc12 (stereo not drawn)	63%[activator]	-2%	0%	6%	-2	-2%	-1%[11.7 µM]	1%	?	-13%
COCCNC(=O)c1cc(-c2ccc(-c3ccccc3)cc2)nc2ccccc12	25%	1%	4%	5%	4	?	.	-3%	-3%	0%
COCCN(C(=O)COC(=O)c1ccc(Cl)s1)c1c(N)n(Cc2ccccc2)c(=O)[nH]c1=O	.	.	-1%	2%	-4	-2%	.	-11%	.	-3%
